FadD28 binding = M. tuberculosis FadD28 bisubstrate binding inhibition | FadD28 bisubstrate probe binding, fluorescence polarization | inhibition, % at 12.5 µM | actives 0.22% (n = 360,000) | AID 588549; in the data active means inhibition above about 8.5%, passing the limit was not always enough; inconclusive means no clear call, values can overlap the other calls
Vc quorum ag = induces V. cholerae light production without autoinducers | V. cholerae BH1578 lux reporter, luminescence, 6 h | activation, % at 18.7 µM | actives 0.16% (n = 350,000) | AID 588436; in the data active means activation mostly above about 9.7%, no sharp cut-off; inconclusive means no clear call, values can overlap the other calls; inactive means mostly below about 3.7%; further: not every result past the cut was called active; inactives centre near 0; reference of the scale not given here
PfHsp40 rescue = restores yeast growth despite PfHsp40 toxicity; growth rescue, % at 12.5 µM; S. cerevisiae expressing PfHsp40, growth rescue, ATP luminescence; actives 0.68% (n = 340,000); AID 504582; in the data active means growth rescue above about 28%, passing the limit was not always enough; inconclusive means no clear call, values can overlap the other calls;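 further: yeast W303a lacking pdr1 and pdr3 grown in galactose medium; growth measured after three days at 30 °C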
TcdB inh = inhibitors of Clostridioides difficile toxin B glycohydrolase | AID 652162 | TcdB glycohydrolase enzymatic assay, plate reader | inhibition, % at 9.99 µM | actives 0.24% (n = 350,000) | P18177; in the data active means inhibition above about 10%
Yp Topo-I inh = inhibitors of Yersinia pestis topoisomerase I. activity, % at 10 µM. actives 0.064% (n = 360,000). Y. pestis Topo-I cleavage product accumulation, plate reader; in the data active means activity above about 50%, passing the limit was not always enough; inconclusive means no clear call, values can overlap the other calls; further: inactives centre near 2
GDH-TPI counter = GDH-TPI coupled enzyme inhibition counter-screen. GDH-TPI coupled enzyme counterscreen, NADH absorbance. inhibition, % at 4.8 µM. actives 1.2% (n = 360,000). AID 588335; in the data active means inhibition above about 30%;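 further: 0% = DMSO wells and 100% = wells lacking the enzyme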
Mtb UGM inh = Mtb UDP-galactopyranose mutase inhibition. P9WIQ1. purified UGM, fluorescence polarization probe displacement. inhibition, % at 10 µM. actives 0.06% (n = 320,000). AID 504406; in the data active means inhibition above about 10%, passing the limit was not always enough; inconclusive means no clear call, values can overlap the other calls
Target sequence (P9WIQ1 whole entry, looked up): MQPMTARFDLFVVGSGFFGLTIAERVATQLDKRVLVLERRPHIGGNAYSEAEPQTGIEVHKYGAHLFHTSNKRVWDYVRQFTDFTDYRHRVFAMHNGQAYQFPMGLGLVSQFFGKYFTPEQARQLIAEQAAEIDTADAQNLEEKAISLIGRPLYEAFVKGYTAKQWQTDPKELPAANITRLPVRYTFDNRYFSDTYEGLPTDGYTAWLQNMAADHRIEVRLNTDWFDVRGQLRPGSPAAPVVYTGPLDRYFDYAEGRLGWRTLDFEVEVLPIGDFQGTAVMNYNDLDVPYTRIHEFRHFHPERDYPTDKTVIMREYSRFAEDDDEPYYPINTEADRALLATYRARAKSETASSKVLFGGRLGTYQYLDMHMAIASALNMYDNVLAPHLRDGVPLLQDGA
Mtb FBA inh = inhibitors of M. tuberculosis fructose-bisphosphate aldolase; P9WQA3; purified M. tuberculosis FBA, fluorescence read-out; inhibition, % at 1 µM; actives 2.3% (n = 360,000); in the data active means inhibition above about 27%;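 further: 0% = vehicle and 100% = reference inhibitor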
Target sequence (P9WQA3 whole entry, looked up): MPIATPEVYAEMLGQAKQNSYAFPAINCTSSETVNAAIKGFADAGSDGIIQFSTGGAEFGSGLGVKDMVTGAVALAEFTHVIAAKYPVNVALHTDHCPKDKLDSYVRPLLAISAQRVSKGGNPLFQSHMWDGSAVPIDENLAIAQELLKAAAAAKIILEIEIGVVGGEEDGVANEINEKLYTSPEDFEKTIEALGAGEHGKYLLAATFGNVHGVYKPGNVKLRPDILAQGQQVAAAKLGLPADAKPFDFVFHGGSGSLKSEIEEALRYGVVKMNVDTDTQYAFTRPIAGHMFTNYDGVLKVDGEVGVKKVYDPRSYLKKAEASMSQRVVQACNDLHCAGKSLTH
BioA inh = BioA (M. tuberculosis) enzyme inhibition; actives 0.096% (n = 360,000); inhibition, % at 9.99 µM; purified M. tuberculosis BioA enzyme, plate reader; in the data active means inhibition above about 40%; inconclusive means no clear call, values can overlap the other calls
The depositor's hits bear a star; i = inactive; u = inconclusive; x = no result given. Compounds as they come; overall some 4.6% were active at least once.

SMILES	FadD28 binding	Vc quorum ag	PfHsp40 rescue	TcdB inh	Yp Topo-I inh	GDH-TPI counter	Mtb UGM inh	Mtb FBA inh	BioA inh
N#Cc1c(N)c2ccccn2c1C(=O)c1ccc(Br)cc1	-1.7	i	1.0	-0.6	2.8	12.5	-3.5	2.6	-0.2
O=C(CN1CCN(C(=O)c2ccco2)CC1)Nc1cc(C(F)(F)F)ccc1Cl	-1.5	i	0.9	x	19.5	1.7	-2.5	3.2	-0.1
COc1cc(S(=O)(=O)N2CCN=C2c2ccccc2)c(OC)cc1Cl	-1.9	-0.1	0.4	-5.9	-9.9	-1.4	1.1	-2.5	-1.0
CCN(CC)S(=O)(=O)c1ccc2c(c1)nc(CCC(=O)Nc1ccc(N3CCOCC3)cc1)n2C	-0.1	-0.5	2.3	-1.8	20.2	2.8	-2.0	1.3	x
COc1ccc(-c2cn(-c3ccc(OC)cc3)c3[n+]2-c2ccccc2CC3)cc1	-3.0	-0.4	0.2	1.2	15.7	0.0	3.2	6.3	x
O=C(CSc1nnc(-c2cccnc2)n1-c1ccccc1)Nc1ccc2c(c1)OCO2	-1.3	-7.1	-0.9	x	7.2	1.9	0.2	-3.8	-1.9
S=C(Nc1ccc(N2CCOCC2)cc1)Nc1ccc2nc(-c3ccco3)c(-c3ccco3)nc2c1	0.3	i	-1.7	x	7.7	26.7	-1.4	1.8	-1.2
CCNC(=S)N(Cc1cc2cc(C)c(C)cc2[nH]c1=O)C1CCCC1	-2.4	i	-1.5	1.1	2.8	20.5	-1.3	6.2	-1.2
CCOc1ccc(N2C(=O)CC(NC3CCN(C(=O)c4cccs4)CC3)C2=O)cc1 (centres undefined)	-5.3	i	-2.2	-1.4	2.5	-11.6	1.6	1.6	0.1
O=C(CSc1nnc(C2CC2)n1-c1ccccc1)NCCN1C(=O)CSC1=O	-0.4	1.4	-1.2	1.7	2.9	-4.3	0.0	0.9	x
O=C(CSc1nnc(NC(=O)C2CC(=O)N(c3ccc(F)cc3)C2)s1)NCC1CCCO1 (centres undefined)	0.0	-4.2	-0.1	0.9	-10.9	-14.4	-2.4	4.3	-1.0
CCOc1ccc2cc(C3CC(c4ccco4)=NN3S(=O)(=O)c3ccccc3)c(Cl)nc2c1 (centres undefined)	-3.5	i	-0.2	x	4.8	-4.8	2.8	1.9	x
Cc1ccc(S(=O)(=O)N2CCN(CC(O)CN3CCOCC3)CC2)cc1 (centres undefined)	-1.1	-2.1	0.1	0.6	-0.9	7.6	1.6	5.5	-0.7
Cc1ccc(C)c(N2C(=O)c3ccc(C(=O)Nc4ccccn4)cc3C2=O)c1	-3.1	-1.2	x	0.5	-16.4	0.0	x	-3.6	-1.7
CCOC(=O)c1c(CN(C)C)n(-c2ccccc2)c2cc(Br)c(OC)cc12	0.4	i	-0.3	-0.1	10.3	-0.8	2.0	-1.7	-1.4
Cc1ccc(N2CCN(C(=O)c3cc(C(=O)c4ccccc4C)c[nH]3)CC2)c(C)c1	-0.5	i	14.5	-0.3	24.7	0.0	-0.1	0.5	x
Cc1cc(C)n(C(=O)c2cccc(S(=O)(=O)N3CCCCC3)c2)n1	0.4	-0.3	-1.3	0.9	10.1	18.2	2.3	-2.1	x
CCc1ccccc1-n1c(SCC(=O)N2CCCC2)nnc1-c1ccccn1	-2.9	i	-1.6	x	7.3	9.9	-0.8	1.7	-0.9
CC(C)CSc1n[nH]c(=S)s1	-1.0	-0.5	213.0*	1.4	8.4	2.2	1.3	-2.5	x
COc1ccc(C(O)c2ncc(-c3cccc(OCc4ccccc4)c3)[nH]2)cc1F (centres undefined)	-0.1	-1.6	x	x	1.1	9.7	x	0.2	-1.8
CCC/C(O)=C1\C(=O)CC(C)(C)CC1=Nc1cccc([N+](=O)[O-])c1	-1.2	i	-0.6	1.6	-8.9	5.6	-1.5	-0.1	4.0
Cc1ccc(NC(=O)c2cccnc2)c([N+](=O)[O-])c1	0.1	i	-0.3	1.2	0.7	3.1	0.4	2.8	27.9
Cc1cc(C)cc(C(=O)NCC(=O)OCC(=O)Nc2cccnc2Cl)c1	-0.1	i	0.3	x	8.2	0.9	2.1	0.4	x
COc1ccc(CC(=O)NNS(=O)(=O)c2ccccc2[N+](=O)[O-])cc1OC	1.2	0.0	-0.1	-3.2	5.2	-2.3	-2.8	5.1	-0.3
Nc1nc(F)cc(NCc2ccccc2)n1	-1.0	0.0	-0.9	-0.4	7.4	2.6	-3.4	3.5	x
CCC(=O)N1CCN(c2ccc(NC(=S)NC(=O)c3cc4ccccc4o3)cc2)CC1	-0.8	0.0	0.1	-0.6	2.7	-0.3	2.5	0.8	-1.6
COc1cccc(NC(=O)C(=O)NCC2CCCN2S(=O)(=O)c2ccccc2)c1 (centres undefined)	-0.9	i	-0.9	1.8	-3.0	-3.1	-2.6	-1.8	x
O=C(NCc1ccccc1)c1cccc(COc2ccc3c(c2)CCC3)c1	-4.8	i	6.1	x	34.7	-6.0	0.7	-2.7	x
C=CCOc1c(Cl)cc(Cl)cc1S(=O)(=O)NCCO	-1.7	i	-1.3	0.6	18.7	6.0	x	0.4	1.1
CN(C)/C=N/S(=O)(=O)c1ccc(Cl)cc1	-4.9	1.6	1.0	-0.2	8.3	-10.2	-1.0	0.3	-2.0
CCC(=O)Nc1ccc2c(c1)ncn2-c1ccccc1OC	-4.9	i	-1.9	x	1.9	10.1	-1.6	-1.0	2.7
O=C(O)c1cccc2c1C(=O)N(Cc1ccncc1)C2	1.0	-0.7	0.2	x	-8.7	0.5	4.0	1.1	-1.1
S=c1[nH]nc2ccccn12	0.4	-1.1	0.3	26.5*	7.2	14.6	x	6.4	-0.9
CCOC(=O)c1c(C)n(Cc2ccccc2)c2ccc(OCC(O)CN3C(=O)CNC3=O)cc12 (centres undefined)	-2.9	-6.7	0.9	3.5	12.9	10.0	-1.6	3.6	u
Oc1ccc2c(c1)C1CCCC1(N1CCOCC1)O2 (centres undefined)	-0.4	i	0.3	x	1.5	8.3	1.3	-0.6	-0.1
COc1ccc(C2CC(=O)c3cnc(N)nc3C2)c(OC)c1 (centres undefined)	-1.2	-0.1	-0.6	x	-1.6	16.2	x	0.9	-0.6
O=C(O)CNC(=O)c1ccc(NC(=O)/C(=C/c2cccc([N+](=O)[O-])c2)NC(=O)c2ccco2)cc1	-3.4	i	-0.3	-0.6	4.7	7.7	6.6	-3.4	-1.0
Cc1cc(C)cc(-c2nnc(SCC(=O)c3c(N)n(C4CC4)c(=O)[nH]c3=O)o2)c1	-2.4	i	-0.9	-0.3	7.8	1.1	x	-1.3	-0.1
CC[N+]12CCC(CC1)C(=C(c1ccccc1)c1ccccc1)C2	-1.5	-0.9	0.2	x	0.3	11.1	1.5	-1.3	0.4
Cc1c(C)n(Cc2ccccc2)c2ncnc(NCCCO)c12	-3.4	0.5	1.5	-0.1	3.7	6.7	-1.9	2.7	x

In the list so far, four have fluorine.
SMILES	FadD28 binding	Vc quorum ag	PfHsp40 rescue	TcdB inh	Yp Topo-I inh	GDH-TPI counter	Mtb UGM inh	Mtb FBA inh	BioA inh
O=C(CN1CCN(C(=O)c2ccco2)CC1)Nc1cc(C(F)(F)F)ccc1Cl	-1.5	i	0.9	x	19.5	1.7	-2.5	3.2	-0.1
O=C(CSc1nnc(NC(=O)C2CC(=O)N(c3ccc(F)cc3)C2)s1)NCC1CCCO1 (centres undefined)	0.0	-4.2	-0.1	0.9	-10.9	-14.4	-2.4	4.3	-1.0
COc1ccc(C(O)c2ncc(-c3cccc(OCc4ccccc4)c3)[nH]2)cc1F (centres undefined)	-0.1	-1.6	x	x	1.1	9.7	x	0.2	-1.8
Nc1nc(F)cc(NCc2ccccc2)n1	-1.0	0.0	-0.9	-0.4	7.4	2.6	-3.4	3.5	x

(more compounds)
SMILES	FadD28 binding	Vc quorum ag	PfHsp40 rescue	TcdB inh	Yp Topo-I inh	GDH-TPI counter	Mtb UGM inh	Mtb FBA inh	BioA inh
O=C(NC(=S)Nc1ccc(NC(=O)c2ccccc2)cc1)c1ccc(F)cc1	-1.4	-4.2	0.9	0.1	20.0	10.3	-1.4	1.2	x
Cn1c(CSc2ccccc2)c(C#N)c2ccccc21	-2.6	1.0	-0.7	x	-7.1	3.0	-1.4	1.8	-1.1
CNC(=O)C1CC(=O)N(Cc2ccc(OC)c(OC)c2)C(=Nc2ccc(OC)cc2)S1 (centres undefined)	-4.5	i	0.7	x	29.2	-3.2	2.4	0.2	0.3
COc1ccc(CCNc2nc3c(c(=O)n(C)c(=O)n3C)n2C)cc1OC	-1.6	-0.3	0.8	x	6.4	11.6	-1.2	2.2	-0.4
COc1ccc(-c2nc(SCc3ccc(C#N)cc3)[nH]c(=O)c2C#N)cc1	-3.0	i	-0.2	3.2	-0.5	-1.3	-1.4	1.9	-0.1
O=C(Nc1ccno1)Nc1ccc(Cl)cc1Cl	-1.7	i	1.6	1.9	-2.5	-3.4	0.1	-1.8	x
CC1CCC(NC(=O)CCS(=O)(=O)c2ccc3c(c2)CCN3C(=O)C2CC2)CC1 (centres undefined)	-1.9	-0.2	-0.6	-1.3	0.8	5.5	0.1	-3.2	-0.8
Cc1ccc(-c2cc3ccccc3nc2N)cc1	x	-1.1	-0.7	1.5	10.8	-3.8	-1.9	46.0*	0.9
COCC(C)Nc1ccc(S(=O)(=O)N2CCCC2)cc1[N+](=O)[O-] (centres undefined)	-0.6	-2.8	0.1	0.3	-1.1	1.9	0.2	-3.5	x
COC(=O)c1c(NC(=O)c2ccco2)sc2c1CCN(C(C)C)C2	-0.4	-1.3	1.6	0.7	1.9	21.1	-0.1	0.1	5.2
O=C1/C(=N\S(=O)(=O)c2cccs2)C([n+]2cccc(Cc3ccccc3)c2)=C([O-])c2ccccc21	u	-0.6	0.5	x	2.8	6.9	8.9	-2.6	-2.4
COc1ccc(C)cc1S(=O)(=O)N1CCCC(N2CCN(c3ccccc3)CC2)C1 (centres undefined)	-3.1	-5.9	x	1.2	11.8	-0.9	x	-2.5	-0.5
CCOC(=O)c1cnn(-c2ccccc2)c1NC(=O)CN1CCCCC1	-2.8	i	-1.2	2.7	2.5	3.4	-3.2	0.6	x
O=C(/C=C/c1ccc(Cl)c([N+](=O)[O-])c1)c1cccnc1	-3.2	-4.7	9.9	0.0	-2.6	-2.6	-1.9	-0.5	-0.2
COc1ccc(NC(=O)NNC(=O)COc2ccc3ccccc3c2)cc1	-5.8	0.1	-0.6	1.0	-5.9	-4.1	0.5	-5.2	-1.2
CCCCOc1ccc(N(CC(=O)NCC2CCCO2)C(=O)CCC(=O)Nc2cc(C)ccn2)cc1 (centres undefined)	-1.6	-0.3	4.8	x	-5.2	12.4	1.7	-0.8	-2.9
CC(=NNC(=O)c1ccc(NS(=O)(=O)c2ccc(Br)cc2)cc1)c1cccnc1	-3.0	-2.9	0.8	-0.2	5.1	21.1	0.5	2.4	-2.7
ONC(=Nc1ccc(Cl)cc1)c1ccccc1	-1.9	i	0.6	x	-5.5	-2.6	1.5	1.9	-1.3
COc1ccc(CN2C(=O)c3cccnc3C2=O)cc1S(=O)(=O)N(C)Cc1ccco1	0.3	-0.9	-0.1	-0.1	7.0	3.9	0.1	-1.6	1.8
CC1CN(c2nc3ccccc3nc2C(C#N)C(=O)OC2CCCCC2)CC(C)O1 (centres undefined)	-3.4	2.1	0.1	x	4.5	5.3	-4.1	-2.3	-0.7
Cc1ccc(S(=O)(=O)NNC(=O)C2CCN(S(=O)(=O)c3ccc(C)cc3)CC2)cc1	0.4	i	-0.2	x	22.6	4.4	-1.5	0.7	-0.6
CCOc1cc2c(cc1OCC)C(c1ccccc1OC)OC(=O)C2 (centres undefined)	-0.9	-0.1	-0.7	-1.2	-1.9	11.1	-1.3	-2.2	-2.2
Cc1ccc(S(=O)(=O)CC(=O)Nc2ncc([N+](=O)[O-])s2)cc1	1.7	i	-2.1	0.8	0.4	2.7	-1.1	-7.5	-0.3
N#Cc1nc(-c2cccs2)oc1N1CCN(Cc2ccccc2)CC1	0.1	i	18.1	0.6	29.6	27.1	-0.2	51.2*	x
CC(C)C(c1nnnn1Cc1ccc(F)cc1)N1CCN(Cc2ccc3c(c2)OCO3)CC1 (centres undefined)	-0.6	-0.4	0.1	x	7.8	3.9	-1.9	4.3	7.8
CCOCCn1c(C)c(C(=O)OCC)c2cc(O)c3ccccc3c21	-2.2	i	0.2	1.6	-0.2	3.5	0.0	0.3	-0.2
